# Screens: PubChem, several laboratories
# Vc quorum ag = inducers of Vibrio cholerae quorum light production without autoinducers; V. cholerae BH1578 lux reporter, luminescence, 6 h; activation, % at 18.7 µM; AID 588436; 350,000 compounds, 0.16% hits; in the data active = activation mostly above about 9.7%, no sharp cut-off; also: not every result past the cut was called active; inactives centre near 0; reference of the scale not given here
# 3CLpro inhibitor = SARS-CoV 3CLpro protease inhibition. inhibition, % at 6 µM. P0C6X7. recombinant SARS-CoV 3CLpro, quenched FRET peptide cleavage. 290,000 compounds, 0.14% hits; in the data active = inhibition above about 12%
# MazEF act = activators of E. coli MazEF toxin-antitoxin RNase. activation, % at 20 µM. FAM/BHQ RNA-DNA oligo cleavage fluorescence, 5 h. 350,000 compounds, 0.32% hits. AID 504720; in the data active = activation above about 50%
# Target sequence (P0AE70 whole entry, looked up): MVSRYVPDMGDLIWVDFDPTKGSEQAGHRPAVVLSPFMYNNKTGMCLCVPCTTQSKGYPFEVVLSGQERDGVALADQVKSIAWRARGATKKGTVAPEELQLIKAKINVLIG
# SSB-PriA inh = inhibitors of Klebsiella pneumoniae PriA binding to SSB C-terminal tail | AlphaScreen SSBct-PriA binding, biotinylated peptide | inhibition, % at 33 µM | AID 1272365 | 430,000 compounds, 0.6% hits; in the data active = inhibition mostly above about 37%, no sharp cut-off; inactive = mostly below about 20%;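 also: plate controls were negative control peptide for no effect and reference peptide for full effect; strong numbers were not always called active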
# CCHFV vOTU inh = CCHFV vOTU protease inhibition | inhibition, % at 11.5 µM | Pep-AMC fluorescence | 370,000 compounds, 0.55% hits; in the data active = inhibition above about 30%; also: 0% = vehicle wells with enzyme and 100% = no enzyme wells
# TcdB GH inh = inhibitors of Clostridioides difficile toxin B glycohydrolase | P18177 | TcdB glycohydrolase enzymatic assay, plate reader | inhibition, % at 9.99 µM | 350,000 compounds, 0.24% hits | AID 652162; in the data active = inhibition above about 10%
# DUSP3 inh = blocks human VHR1 dual specificity phosphatase; P51452; recombinant VHR phosphatase, pNPP absorbance; inhibition, % at 13.3 µM; 290,000 compounds, 0.52% hits; in the data active = inhibition above about 50%; also: some compounds called inactive have numbers as strong as hits
# Target sequence (P51452 whole entry, looked up): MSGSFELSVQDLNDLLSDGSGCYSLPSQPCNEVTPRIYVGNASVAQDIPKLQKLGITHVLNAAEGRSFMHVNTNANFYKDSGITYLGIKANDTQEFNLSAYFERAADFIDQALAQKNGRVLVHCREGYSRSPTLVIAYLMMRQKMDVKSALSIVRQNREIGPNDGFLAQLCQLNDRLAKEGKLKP
# Rv3671c protease = inhibitors of M. tuberculosis serine protease Rv3671c; P9WHR9; inhibition, % at 5.96 µM; 320,000 compounds, 0.048% hits; AID 2606; in the data active = inhibition above about 38%;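 also: extracellular domain of Rv3671c used as enzyme; 0% = enzyme with DMSO and 100% = no enzyme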
# Target sequence (P9WHR9 whole entry, looked up, the tested form may be a part): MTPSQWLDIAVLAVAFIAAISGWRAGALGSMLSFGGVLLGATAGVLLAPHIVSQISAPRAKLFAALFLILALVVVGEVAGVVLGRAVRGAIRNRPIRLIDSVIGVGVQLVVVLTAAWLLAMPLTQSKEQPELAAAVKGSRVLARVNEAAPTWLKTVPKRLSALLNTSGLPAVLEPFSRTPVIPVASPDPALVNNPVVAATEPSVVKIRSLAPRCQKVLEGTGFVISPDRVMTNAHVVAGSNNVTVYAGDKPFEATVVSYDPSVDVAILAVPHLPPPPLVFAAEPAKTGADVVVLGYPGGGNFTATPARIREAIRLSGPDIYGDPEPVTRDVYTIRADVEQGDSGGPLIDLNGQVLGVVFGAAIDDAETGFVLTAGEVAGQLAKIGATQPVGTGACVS
# Yp Topo-I inh = blocks Yersinia pestis topoisomerase I activity; Y. pestis Topo-I cleavage product accumulation, plate reader; activity, % at 10 µM; 360,000 compounds, 0.064% hits; in the data active = activity above about 50%, passing the limit was not always enough; also: inactives centre near 2
# PrPC TRFRET = inhibitors of human cell surface prion protein PrPC. P04156. TR-FRET read-out. inhibition, % at 13.8 µM. 370,000 compounds, 0.43% hits. AID 720596; in the data active = inhibition above about 24%; also: 0% = median of the test wells and 100% = reference compound wells
# The depositor's hits bear a star; i = inactive; x = no result given; & = joins results of further samples. Not all compounds are listed; the hit share may differ from the screen's.
SMILES,Vc quorum ag,3CLpro inhibitor,MazEF act,SSB-PriA inh,CCHFV vOTU inh,TcdB GH inh,DUSP3 inh,Rv3671c protease,Yp Topo-I inh,PrPC TRFRET
CSc1ncccc1C(=O)OCC(=O)NC1CCS(=O)(=O)C1 (configuration not stated),5.3,3,7,-6,8,x,18,2,3,-8
Cc1ccnc(Nc2nc(-c3ccc(F)cc3)cs2)c1,-0.4,-3,-1,7,-31,0.1,18,-2,-5,9
COc1ccc(C2=NN(C(C)=O)C(c3ccccc3)C2)cc1 (configuration not stated),-0.3,6,12,-13,5,0.3,5,4,4,3
O=C(c1ccccc1F)n1c2c(c3ccccc31)CCCC2,-0.3,2,-15,-12,-3,1.8,-15,-3,13,-6
CN(C)c1nc(/C=C(\C#N)C(N)=O)c(Cl)n1-c1ccc(F)cc1,-0.3,4,0,10,-3,0.8,20,4,-8,0
CN(CCOc1ccccc1)CC(=O)Nc1cc([N+](=O)[O-])ccc1Cl,-0.7,-4,5,5,-6,1.5,11,-5,-1,-17
O=C(O)CNS(=O)(=O)c1ccc(Br)s1,i,4,3,-11,5,x,11,-3,-3,5
CN(C)c1nc(OCCNC(=O)Nc2ccccc2)nc(N(C)C)n1,0.6,-2,5,1,-6,x,-6,-3,6,-4
CCc1nccc2c1[nH]c1ccccc12,-0.5,x,1,-10,-155,0.4,x,-2,0,-2
Cc1cc(C)cc(NC(=O)Nc2ccc(Cl)cn2)c1,-0.3,1,-13,-1,-12,0.7,35,-9,-2,4
CCOC(=O)c1sc(-n2[nH]c(C)cc2=O)nc1C,-8.3,3,3,-19,0,x,18,-16,-4,-5
COc1ccc(C)cc1NC(=S)N1CC(C)OC(C)C1 (configuration not stated),i,-4,-3,-1,3,-1.3,1,5,8,6
CC(=O)c1cccc(S(=O)(=O)Nc2c(C)nn(C)c2C)c1,5.7,x,-1,-2,4,0.5,x,2,-6,8
CC(Sc1nnc(COc2ccccc2)n1Cc1ccccc1)C(=O)O (configuration not stated),-0.3,5,-2,-2,0,-0.3,-3,0,-6,0
O=C(Nc1nnc(-c2ccccc2Cl)o1)c1nc2ccccc2s1,-0.3,0,0,-6&-2,13,-0.5,53*,22,11,-7

# Eleven compounds from above, ordered by number of heavy atoms, rising.
SMILES,Vc quorum ag,3CLpro inhibitor,MazEF act,SSB-PriA inh,CCHFV vOTU inh,TcdB GH inh,DUSP3 inh,Rv3671c protease,Yp Topo-I inh,PrPC TRFRET
O=C(O)CNS(=O)(=O)c1ccc(Br)s1,i,4,3,-11,5,x,11,-3,-3,5
CCc1nccc2c1[nH]c1ccccc12,-0.5,x,1,-10,-155,0.4,x,-2,0,-2
CCOC(=O)c1sc(-n2[nH]c(C)cc2=O)nc1C,-8.3,3,3,-19,0,x,18,-16,-4,-5
Cc1cc(C)cc(NC(=O)Nc2ccc(Cl)cn2)c1,-0.3,1,-13,-1,-12,0.7,35,-9,-2,4
Cc1ccnc(Nc2nc(-c3ccc(F)cc3)cs2)c1,-0.4,-3,-1,7,-31,0.1,18,-2,-5,9
CC(=O)c1cccc(S(=O)(=O)Nc2c(C)nn(C)c2C)c1,5.7,x,-1,-2,4,0.5,x,2,-6,8
COc1ccc(C2=NN(C(C)=O)C(c3ccccc3)C2)cc1 (configuration not stated),-0.3,6,12,-13,5,0.3,5,4,4,3
CN(C)c1nc(/C=C(\C#N)C(N)=O)c(Cl)n1-c1ccc(F)cc1,-0.3,4,0,10,-3,0.8,20,4,-8,0
O=C(Nc1nnc(-c2ccccc2Cl)o1)c1nc2ccccc2s1,-0.3,0,0,-6&-2,13,-0.5,53*,22,11,-7
CN(CCOc1ccccc1)CC(=O)Nc1cc([N+](=O)[O-])ccc1Cl,-0.7,-4,5,5,-6,1.5,11,-5,-1,-17
CC(Sc1nnc(COc2ccccc2)n1Cc1ccccc1)C(=O)O (configuration not stated),-0.3,5,-2,-2,0,-0.3,-3,0,-6,0

# Next part:
SMILES,Vc quorum ag,3CLpro inhibitor,MazEF act,SSB-PriA inh,CCHFV vOTU inh,TcdB GH inh,DUSP3 inh,Rv3671c protease,Yp Topo-I inh,PrPC TRFRET
CCOC(=O)c1cc(C#N)c(SC)nc1-c1ccccc1,-0.5,7,9,-61,6,x,40,-4,28,3
COc1ccc(Br)cc1/C=N/NC(=O)CN1CCN(Cc2ccccc2)CC1,-3.5,-1,-2,i,1,1.0,32,-5,7,2
CC(C)CNC(=O)C1c2ccccc2Oc2ccccc21,x,-3,9,1,0,1.5,0,-1,-2,2
CC(=O)Cc1cc(O)c2ccccc2c1OC(=O)c1ccccc1,-0.4,7,-2,3,6,1.8,21,-17,6,-7
O=C(COC(=O)c1ccccc1SCC(=O)N1CCCC1)Nc1ccccc1C(F)(F)F,-1.5,-4,1,-10,-8,-0.3,49,-4,-4,0
Cc1cc(C)c(NC(=O)C(C)N2CCCCCC2)c(C)c1 (configuration not stated),-0.9,-1,-2,-6,-17,0.6,11,-2,-16,-8
CC(C)CC(=O)O/N=C1\C(=O)N(c2ccccc2)c2ccccc21,0.4,3,2,x,-3,x,11,-9,0,-15
CCCS(=O)(=O)NC(=O)C1(C)CCN(C(=O)Cc2ccc(OC)c(OC)c2)C1 (configuration not stated),i,x,x,x,1,0.2,x,x,-6,-7
CC(=O)c1ccc(NC(=O)c2cn(-c3ccccc3)nc2-c2ccncc2)cc1,0.6,-2,18,10,5,x,-8,-15,-6,-4
O=C(COC(=O)c1cc[n+]([O-])cc1)NCc1ccccc1Cl,0.0,2,11,-7,7,-0.1,13,11,5,-7
COc1ccc(/C=N/NC(=O)c2[nH]c3ccc(Cl)cc3c2-c2ccccc2)c(C(=O)O)c1OC,i,3,-16,x,29,-0.2,30,-29,9,13
Cc1ccc(/C=N\NC(=O)c2ccc3c(c2)OCO3)o1,0.5,4,1,x,13,7.3,2,12,5,-1
COc1cccc(CNC(=O)CCCn2ccc3cc(S(=O)(=O)N4CCCC4)ccc32)c1,-0.3,0,8,-1,-9,3.0,7,-5,35,5
CCOC(=O)c1ccc(Cn2c(-c3ccccc3)nnc2-c2ccccc2)o1,-0.6,-3,-5,-16,15,x,-12,-6,35,4
COc1ccc(NC(C)=O)cc1NC(=O)CN1CCN(C(=O)c2ccco2)CC1,2.8,3,7,-5,-1,x,4,-2,5,2

# Taken from above:
# In PrPC TRFRET, `O=C(COC(=O)c1cc[n+]([O-])cc1)NCc1ccccc1Cl` has -7
# In MazEF act, `COc1ccc(/C=N/NC(=O)c2[nH]c3ccc(Cl)cc3c2-c2ccccc2)c(C(=O)O)c1OC` has -16

# Remaining list, next part.
SMILES,Vc quorum ag,3CLpro inhibitor,MazEF act,SSB-PriA inh,CCHFV vOTU inh,TcdB GH inh,DUSP3 inh,Rv3671c protease,Yp Topo-I inh,PrPC TRFRET
CCOC(=O)c1cc(C)[nH]c1C,-0.4,-1,0,3,-2,0.5,32,1,-7,7
Cc1cc(NC(=O)c2ccc(F)cc2F)n(-c2nc3ccccc3[nH]2)n1,-0.5,-2,-1,-13,x,0.3,13,5,6,x
O=C(CSc1ccc2nnc(-c3ccc(Cl)cc3)n2n1)N1CCCc2ccccc21,i,0,37,-10,-1,x,16,-3,6,-1
CN(c1ccccc1)S(=O)(=O)c1ccc(Cl)c(C(=O)OCC(=O)c2c(N)n(C)c(=O)n(C)c2=O)c1,i,x,-7,-4,7,0.7,x,x,19,2
O=C(O)/C=C\C(=O)Nc1ccc(N2CCN(c3ccc(F)cc3)CC2)cc1,0.3,3,-21,6,27,-0.1,20,-17,4,3
O=C(CSc1nc(O)cc(=O)n1-c1ccccc1)Nc1ccccn1,-0.1,2,6,-8,-5,3.5,-16,2,5,-3
O=c1cccc2n1CC1CNCC2C1 (configuration not stated),i,-2,9,-3,2,1.7,-6,6,0,-4
CC(=O)c1cccc(-c2ccc(CN3C(CC(C)C)C(=O)N(Cc4cn(CC5CCCCC5)nn4)CCS3(=O)=O)cc2)c1 (configuration not stated),-0.7,x,-8,-4,15,0.7,x,x,-11,-5
CCCCCCc1ccc(-c2ncc(N)cn2)cc1,-0.4,3,-6,0,10,x,-12,-5,12,7
COc1cc(/C=C/C(=O)OCC(=O)Nc2ccc(NC(C)=O)cc2)cc(S(=O)(=O)N2CCc3ccccc32)c1OC,i,4,-11,16,1,1.0,-11,-19,17,12
[O-][n+]1onc2c3cc(-c4ccccc4)nnc3ccc21,-7.1,1,8,-1,8,x,8,-2,-3,-4
O=C(COC(=O)[C@H](Cc1ccccc1)NC(=O)c1cccs1)NC1CC1,0.1,2,10,-8,7,x,4,-10,0,5
c1ccc(OCc2nnc3n2N=C(c2ccccc2)CS3)cc1,0.1,0,-8,11,18,2.6,-3,1,3,11
Cc1ccc(Cn2nnc3c(=O)n(CC(=O)NCc4ccco4)cnc32)cc1,i,1,14,1,21,-3.1,-3,8,-3,5
COc1ccc(/C=C2\Oc3cc(OCC(=O)N4CCC[C@H]4C(=O)O)ccc3C2=O)c(OC)c1,-0.4,6,-4,-4,x,x,12,-8,4,x
CC(=O)NCc1nc2ccccc2n1Cc1ccccc1F,2.9,0,2,3,-6,x,30,1,3,1
COc1cccc(-c2nc(CS(=O)(=O)CC(=O)NCc3ccccc3OC)c(C)o2)c1,-0.4,-5,7,-4,-2,-0.1,-5,0,33,-5
O=C1c2oc3ccccc3c(=O)c2C(c2ccccn2)N1Cc1ccccc1 (configuration not stated),0.3,0,2,14,-4,x,16,-6,6,-4
CN(Cc1ccc(F)cc1)C(=O)CNC(=O)c1ccc2c(c1)OCO2,-5.6,x,-8,-18,-8,0.7,x,-8,-4,7
CSc1nc2ccccc2n1CC(=O)Nc1c(C)cccc1C,i,-3,10,-33,9,x,-9,5,-2,7
COc1ccc(CCNC(=O)c2ccc3ccccc3n2)cc1,-0.5,-8,-3,-6,16,0.8,29,-4,28,9
Cn1cc(Cc2ccc(C(=O)N3CCOCC3)cn2)c2ccccc21,-0.1,x,x,x,-6,-0.4,x,x,-2,-1
O=c1c(-c2nc3ccccc3s2)cccn1Cc1ccc(Cl)cc1,-0.4,2,10,-90,-46,x,19,-18,-5,-5
OC(COC(c1ccc(Cl)cc1)c1ccc(Cl)cc1)CN1CCCC1 (configuration not stated),-2.9,-2,9,10,0,x,-3,7,2,-6
Cc1ccc(-c2nc3nc4ccccc4nc3n2Cc2ccco2)cc1,i,0,10,7,-5,x,0,-1,12,-6
COc1nc(/C(N)=N/O)nc(N2CCCCC2)n1,-14,4,2,x,3,x,29,3,1,-4
CC(C)Oc1ccc(C(=O)NCC(=O)N2CCN(S(=O)(=O)/C=C/c3ccccc3)CC2)cc1,i,x,-1,1,12,0.3,x,0,22,-8
CCOC(=O)C1C(=O)CC(C)(O)C(C(=O)OCC)C1c1ccccc1 (configuration not stated),i,1,8,-9,8,x,-18,5,2,4
COc1ccc(S(=O)(=O)NCCCN2CCOCC2)c2ccccc12,2.1,-1,0,6,5,x,-11,-9,9,-1
Cc1ccc(NC(=O)Cc2n[nH]c(=O)c3ccccc23)cc1S(=O)(=O)N1CCCCCC1,i,x,0,4,18,0.3,x,-13,31,1
Cn1cccc1-c1cc(C(=O)N2CCc3c([nH]c4ccccc34)C2c2ccccn2)[nH]n1 (configuration not stated),i,-3,3,20,8,0.7,47,-2,18,-5
